bIAP inhibitor: blocks bovine intestinal alkaline phosphatase activity; purified bovine IAP, CDP-star luminescence, 30 min; inhibition, % at 20 µM; 190,000 tested, under 10 active;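 active = over 50% inhibition of intestinal alkaline phosphatase at 20 µM in the single-dose screen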
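System: purified bovine intestinal alkaline phosphatase (IAP) enzyme; Input: IAP diluted 1/65,000,000 in the well; Measured by: CDP-star luminescence signal; Compound dosing: 20 µM single dose; Incubation: 30 min reaction at room temperature.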
ROMK mod: modulates human ROMK potassium channel activity; P48048; Tet-inducible ROMK, thallium flux fluorescence; actives lie on both sides; B-score at 10 µM; 2% of 130,000 active; AID 1918;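 active = signal ratio slope over the read window, or its plate-corrected B-score, at least 3 SD from the plate mean, either direction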;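 note: B-score of the F/F0 ratio slope over 7 to 12 s after thallium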
Target sequence (P48048 whole entry, looked up): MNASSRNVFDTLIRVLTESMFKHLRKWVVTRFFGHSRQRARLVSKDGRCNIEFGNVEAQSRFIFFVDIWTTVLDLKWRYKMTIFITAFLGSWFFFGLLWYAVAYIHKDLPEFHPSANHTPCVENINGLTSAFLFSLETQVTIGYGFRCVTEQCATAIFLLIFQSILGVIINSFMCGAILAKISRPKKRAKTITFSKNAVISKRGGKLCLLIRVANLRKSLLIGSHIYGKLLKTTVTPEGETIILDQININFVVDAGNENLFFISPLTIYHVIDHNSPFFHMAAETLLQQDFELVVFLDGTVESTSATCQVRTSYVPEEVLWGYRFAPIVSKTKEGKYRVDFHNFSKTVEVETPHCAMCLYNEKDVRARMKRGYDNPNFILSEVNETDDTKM
PPARg SRC-3 ag: promotes SRC-3 coactivator recruitment by human PPARgamma; P37231; biochemical PPARgamma/SRC-3 coactivator recruitment assay; activation, % at 8 µM; 0.26% of 200,000 active; AID 731; in the data active = activation above about 23%;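 note: 0% = DMSO and 100% = reference agonist; some compounds past the cut are filed as inactive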
Target sequence (P37231 whole entry, looked up): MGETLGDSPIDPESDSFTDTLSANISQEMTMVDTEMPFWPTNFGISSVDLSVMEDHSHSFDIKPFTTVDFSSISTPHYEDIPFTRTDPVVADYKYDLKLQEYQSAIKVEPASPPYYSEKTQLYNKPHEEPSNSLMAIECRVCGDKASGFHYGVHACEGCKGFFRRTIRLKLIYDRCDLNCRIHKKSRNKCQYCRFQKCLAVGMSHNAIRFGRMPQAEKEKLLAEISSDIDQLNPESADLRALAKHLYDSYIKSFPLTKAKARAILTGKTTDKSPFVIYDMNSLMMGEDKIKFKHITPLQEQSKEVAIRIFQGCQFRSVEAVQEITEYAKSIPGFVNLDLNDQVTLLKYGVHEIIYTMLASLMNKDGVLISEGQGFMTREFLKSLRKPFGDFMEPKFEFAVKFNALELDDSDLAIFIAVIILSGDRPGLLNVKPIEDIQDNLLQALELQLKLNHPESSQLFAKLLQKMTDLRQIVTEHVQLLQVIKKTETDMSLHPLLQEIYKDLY
S1P3 antagonist: antagonists of human S1P3 receptor. CHO S1P3 NFAT-BLA reporter, FRET fluorescence, antagonist mode. Q99500. inhibition, % at 4.98 µM. 0.27% of 170,000 active;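 active = inhibition above the plate cutoff, the mean inhibition of test wells on that plate plus 3 SD, cut at about 28% in these data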;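 note: cells challenged with S1P at its EC80 of 0.8 µM; blue over green emission ratio from cleaved BLA substrate after 4 h stimulation; 0% = S1P-stimulated wells and 100% = unstimulated DMSO-only wells; some compounds past the cut are filed as inactive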
Redox H2O2 prof: compounds producing H2O2 with reducing agent – biochemical, NIH compound library profiling, artefact control for MLSCN library redox annotation, primary screen; DTT-dependent redox cycling H2O2, phenol red/HRP absorbance; 100% = 100 µM peroxide control, 0% = buffer; activation, % at 10 µM; 0.03% of 200,000 active;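 active = activation of at least 50% relative to the plate's high and low controls in the primary single-dose screen; inactive = activation below 50%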;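 note: compound incubated with DTT at 0.8 mM final as the reducing agent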
L major viab: Leishmania major promastigote growth inhibition; Leishmania major promastigotes, resazurin fluorescence viability; inhibition, % at 10 µM; 9% of 200,000 active; AID 1063; in the data active = inhibition above about 50%;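 note: promastigotes grown with compound for 44 hours at 28 °C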
PPARg SRC-1 ag: PPARgamma-driven SRC-1 recruitment agonism; activation, % at 8 µM; P37231; AID 631; PPARgamma-SRC-1 coactivator recruitment biochemical assay; 0.41% of 200,000 active; in the data active = activation above about 19%;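 note: 0% = DMSO and 100% = reference agonist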
bIAP activator: increases bovine intestinal alkaline phosphatase activity. purified bovine IAP, CDP-star luminescence, 30 min; hits give high values; fold of DMSO-control signal, blank-subtracted. activation factor at 20 µM. 0.17% of 200,000 active. AID 1016;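 active = activation factor of 2 or more at 20 µM, a signal rise over negative controls twice the positive control's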
TLR4-MyD88 BLA: blocks binding of human TLR4 to MyD88 | 0.18% of 200,000 active | O00206+Q99836 | inhibition, % at 8.4 µM | HeLa CL3-4 TLR4/MyD88 BLA complementation, FRET ratio; in the data active = inhibition above about 25%;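 note: 0% = vehicle and 100% = reference inhibitor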
TR-FRET SRC-2 ct: TR-FRET artefact, counter-screen to PPARgamma/SRC-2 agonist assay; hits give high values; TR-FRET ratio at 8 µM; 0.4% of 200,000 active; AID 1049; in the data active = TR-FRET ratio above about 2000; note: inactives centre near 1500; reference of the scale not given here
PPARg SRC-2 ag: agonists of SRC-2 recruitment by human PPARgamma. PPARgamma LBD-SRC-2 recruitment, biochemical. AID 1032. P37231. activation, % at 8 µM. 0.34% of 200,000 active; in the data active = activation above about 22%;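 note: 0% = vehicle and 100% = reference agonist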
The depositor's hits bear a star; / = no result given; & = joins results of further samples. Rows are unselected, and some 11% of all compounds hit somewhere here.

SMILES	bIAP inhibitor	ROMK mod	PPARg SRC-3 ag	S1P3 antagonist	Redox H2O2 prof	L major viab	PPARg SRC-1 ag	bIAP activator	TLR4-MyD88 BLA	TR-FRET SRC-2 ct	PPARg SRC-2 ag
N/C(=N/O)c1ccccc1N1CCC(Cc2ccccc2)CC1	17	-4.5*	2	-22	-2.0	23	-2	0.8	6	1499	-8
COc1ccc2c(c1)C=C(CN1CCN(C(C)C)C(CCO)C1)CO2 (stereo not drawn)	7	-0.16	2	-5	-0.8	3	4	0.9	-5	1549	-2
CC(C)NC(=O)C1CCN(C2CCN(Cc3ccc4cccc(F)c4n3)CC2)CC1	-10	-0.18	-5	-4	-0.9	73*	-7	1.1	-23	1579	-10
CCCOc1ccc(-c2cn3ccccc3n2)cc1	-8	0.45	5	13	-0.1	12	2	1.1	6	1413	-1
CCN(Cc1ccccc1)C(=O)COC(=O)c1cc(Cl)nc(Cl)c1	4	0.43	-1	-28	0.0	-2	2	1	6	1645	3
Cc1cc(C)nc(SCC(=O)N/N=C\C(Br)=C\c2ccccc2)n1	3	/	2	-19	0.2	-3	4	1	2	1610	6
O=C(COc1ccc(Br)cc1)NCCO	11	0.59	-5	-8	-0.3	-4	-13	0.9	-10	1459	-7
CC(Sc1nnc2ccccn12)C(N)=O (stereo not drawn)	2	1.4	-3	-24	-0.9	13	-2	1	14	1558	-9
C#Cc1ccc([C@@H]2C=C(C(=O)O)O[C@H](OCCCCO)C2)cc1	-5	/	-2	-24	-1.8	-1	9	1	5	1551	1
Cc1c(N(C(=O)Nc2ccccc2)C2=NCC(C)S2)c(=O)n(-c2ccccc2)n1C (stereo not drawn)	-16	/	2	-22	-0.2	1	-1	1.2	-1	1701	5
CCC1=NN2C(=N)/C(=C\c3ccc(SCc4ccco4)o3)C(=O)N=C2S1	13	/	-2	/	1.0	-4	10	0.9	-10	1607	7
Cc1ccc(CNC(=O)c2ccccc2N)cc1	-3	/	11	/	-3.9	-3	6	1	0	1591	2

Some of these compounds in order of length of the SMILES, rising:
SMILES	bIAP inhibitor	ROMK mod	PPARg SRC-3 ag	S1P3 antagonist	Redox H2O2 prof	L major viab	PPARg SRC-1 ag	bIAP activator	TLR4-MyD88 BLA	TR-FRET SRC-2 ct	PPARg SRC-2 ag
CC(Sc1nnc2ccccn12)C(N)=O (stereo not drawn)	2	1.4	-3	-24	-0.9	13	-2	1	14	1558	-9
Cc1ccc(CNC(=O)c2ccccc2N)cc1	-3	/	11	/	-3.9	-3	6	1	0	1591	2
C#Cc1ccc([C@@H]2C=C(C(=O)O)O[C@H](OCCCCO)C2)cc1	-5	/	-2	-24	-1.8	-1	9	1	5	1551	1

New compounds follow
SMILES	bIAP inhibitor	ROMK mod	PPARg SRC-3 ag	S1P3 antagonist	Redox H2O2 prof	L major viab	PPARg SRC-1 ag	bIAP activator	TLR4-MyD88 BLA	TR-FRET SRC-2 ct	PPARg SRC-2 ag
CCOC(=O)C(=O)N=Nc1c(O)[nH]c2ccccc12	14	0.39	1	-7	-0.6	48	9	0.9	-13	1853	-4
COc1ccc(OCC(O)CN2CCCCCC2)cc1 (stereo not drawn)	/	/	-1	/	-0.1	12	2	0.3	-6	1465	6
COc1ccc(Br)cc1CN1CCN(C(=O)c2cccc(OC)c2OC)CC1	3	-0.79	-4	/	0.2	0	2	1	4	1607	4
O=C1COc2ccc(C(=O)COC(=O)c3cccnc3Cl)cc2N1	-2	-0.14	-3	-15	-0.3	11	5	1	3	1595	-2
Cc1ccccc1NC(=O)Cc1nc(CSc2nnc(C3CCCCC3)n2N)cs1	-6	/	-3	/	0.5	18	-2	1.1	-4	1191	-1
COc1cc(/C=C/C(=O)c2ccc(NS(=O)(=O)c3ccc(C)cc3)cc2)cc(OC)c1O	12	/	-1	-26	1.2	82*	5	0.9	1	1491	15
COc1ccc(NC(=O)CSc2nc(-c3ccncc3)nn2CC(=O)N2CCCC2)cc1	4	0.039	-7	-34	0.6	-7	-1	1	-6	1555	-4
CCCCOc1ccc(-c2nnc(-c3ccco3)o2)cc1	17	/	4	-4	1.5	-7	12	0.8	3	1450	-1
CCN(CC)S(=O)(=O)c1cccc(-c2nc3n(n2)Cc2ccccc2-3)c1	7	-0.12	-16	33	0.0	1	2	0.9	3	1417	-9
CC[C@H](C)[C@H](NS(=O)(=O)c1ccc(C)cc1)C(=O)N1CCC(C(=O)N[C@@H](C)C(=O)O)CC1	-1	/	-1	-23	-0.8	-6	10	1	8	1613	10
CCCC(=O)Nc1ccc(N2CCN(S(C)(=O)=O)CC2)cc1	1	1.8	-1	-8	-0.2	8	-4	1	5	1665	-4
CCN(CC)CCC(C)OC(=O)c1ccc(O)cc1O (stereo not drawn)	-9	0.89	1	-6	-0.1	40	-4	1.1	4	1769	2

Reformatted: entries from further up
compound | bIAP inhibitor | ROMK mod | PPARg SRC-3 ag | S1P3 antagonist | Redox H2O2 prof | L major viab | PPARg SRC-1 ag | bIAP activator | TLR4-MyD88 BLA | TR-FRET SRC-2 ct | PPARg SRC-2 ag
COc1ccc(OCC(O)CN2CCCCCC2)cc1 (stereo not drawn) | / | / | -1 | / | -0.1 | 12 | 2 | 0.3 | -6 | 1465 | 6
COc1ccc(Br)cc1CN1CCN(C(=O)c2cccc(OC)c2OC)CC1 | 3 | -0.79 | -4 | / | 0.2 | 0 | 2 | 1 | 4 | 1607 | 4
O=C1COc2ccc(C(=O)COC(=O)c3cccnc3Cl)cc2N1 | -2 | -0.14 | -3 | -15 | -0.3 | 11 | 5 | 1 | 3 | 1595 | -2
Cc1ccccc1NC(=O)Cc1nc(CSc2nnc(C3CCCCC3)n2N)cs1 | -6 | / | -3 | / | 0.5 | 18 | -2 | 1.1 | -4 | 1191 | -1
COc1cc(/C=C/C(=O)c2ccc(NS(=O)(=O)c3ccc(C)cc3)cc2)cc(OC)c1O | 12 | / | -1 | -26 | 1.2 | 82* | 5 | 0.9 | 1 | 1491 | 15
COc1ccc(NC(=O)CSc2nc(-c3ccncc3)nn2CC(=O)N2CCCC2)cc1 | 4 | 0.039 | -7 | -34 | 0.6 | -7 | -1 | 1 | -6 | 1555 | -4
CCCCOc1ccc(-c2nnc(-c3ccco3)o2)cc1 | 17 | / | 4 | -4 | 1.5 | -7 | 12 | 0.8 | 3 | 1450 | -1
CCN(CC)S(=O)(=O)c1cccc(-c2nc3n(n2)Cc2ccccc2-3)c1 | 7 | -0.12 | -16 | 33 | 0.0 | 1 | 2 | 0.9 | 3 | 1417 | -9
CC[C@H](C)[C@H](NS(=O)(=O)c1ccc(C)cc1)C(=O)N1CCC(C(=O)N[C@@H](C)C(=O)O)CC1 | -1 | / | -1 | -23 | -0.8 | -6 | 10 | 1 | 8 | 1613 | 10
CCCC(=O)Nc1ccc(N2CCN(S(C)(=O)=O)CC2)cc1 | 1 | 1.8 | -1 | -8 | -0.2 | 8 | -4 | 1 | 5 | 1665 | -4
CCN(CC)CCC(C)OC(=O)c1ccc(O)cc1O (stereo not drawn) | -9 | 0.89 | 1 | -6 | -0.1 | 40 | -4 | 1.1 | 4 | 1769 | 2

Next part:
SMILES	bIAP inhibitor	ROMK mod	PPARg SRC-3 ag	S1P3 antagonist	Redox H2O2 prof	L major viab	PPARg SRC-1 ag	bIAP activator	TLR4-MyD88 BLA	TR-FRET SRC-2 ct	PPARg SRC-2 ag
CCCN(CCC)CCCNS(=O)(=O)c1cc(Br)cc2c1N(C(C)=O)CC2	-22	-0.25	3	4	1.0	87*	8	1.2	-12	1759	-5
CCC1(C)Cc2c(sc3c2c2ncnn2c2nnc(SCC(=O)NCc4ccco4)n32)CO1 (stereo not drawn)	6	/	-1	/	-2.3	12	4	0.9	22	1601	1
O=C(Nc1ncc2c(n1)-c1ccccc1CC2)c1ccc(F)cc1	3	/	11	/	1.8	3	-3	1	-10	1693	1
CCOC(=O)C(=Cc1cc(=O)c(OC)co1)C(=O)OCC	2	-4.1*	2	11	-0.4	100*	0	1	11	1531	8
O=S(=O)(c1ccc(-c2ccccc2)cc1)N1CCCC1	-19	/	3	1	-0.5	-8	-2	1.2	-8	1501	2
CCOC(=O)c1nnn(CC(=O)Nc2cc(Cl)ccc2C)c1C(=O)OCC	3	2	4	/	-0.1	-6	4	1	-3	1521	0
CSc1nc(N2CCN(c3ccccc3Cl)CC2)c2ccccc2n1	13	0.5	2	-19	-1.2	23	13	0.9	7	1646	11
COc1ccc(NC2=C(NCCO)C(=O)c3ccccc3C2=O)cc1	1	0.64	1	-16	-1.0	4	13	1	-9	1471	5
CCC(=O)N/C=C/n1cnc2cc(C(F)(F)F)ccc21	-2	/	6	-4	1.8	-3	6	1	-3	1380	0
CN(C)S(=O)(=O)N1CCN(C(=O)N2CCCCCC2)CC1	16	/	0	/	1.0	-3	-3	0.8	7	1490	10
COc1cc(C2N3CC4(C)CN2CC(C)(C3)C4)ccc1O (stereo not drawn)	13	/	6	/	2.7	-3	7	0.9	-22	1716	11
O=C(NCc1ccccc1Cl)C(=O)NCC(c1ccco1)N1CCOCC1 (stereo not drawn)	-2	0.55	3	-14	-1.2	-2	-3	1	-9	1573	-8
Cc1[nH]n(-c2ccc([N+](=O)[O-])cc2)c(=O)c1C=NCCN1CCN(C(=O)C(C)C)CC1	-32	-1.1	0	-10	1.1	-2	0	1.3	-1	1645	14
Cc1cccc(NS(=O)(=O)c2ccc(C)c(C(N)=O)c2)c1	-2	/	5	-11	-1.5	-4	9	1	-6	1540	1
O=S(=O)(Cc1ccccc1)N1CCn2c(nc3ccccc32)C1	12	/	-3	18	0.2	0	0	0.9	6	1578	12
CCN(CC)C(=O)CSc1nnc(COc2ccc(OC)cc2)n1N	2	0.56	4	-12	-0.4	-6	1	1	-4	1659	11
Cc1ccccc1OCc1nc(-c2ccccc2)no1	25	0.2	2	-14	1.2	-1	-3	0.8	7	1500	-1
CCCCc1ccc(NC(=S)NCc2ccccc2OC)cc1	17	-0.54	-2	-5	-3.8	34	-4	0.8	-3	1346	-5
CCNC(=S)N1CCN(C(c2ccccc2)c2ccccc2)CC1	-8	/	0	/	-0.8	0	7	1.1	2	1557	-4
C=CCc1ccccc1OCC(O)CN1CCN(Cc2ccc3c(c2)OCO3)CC1 (stereo not drawn)	5&-3	-2.8&-1.5	-4&0	2	-0.7&-0.2	93*	-1&9	1&1	2&0	1761&1582	10&9
